iPSC survival up: enhancers of human iPSC single-cell survival | 0.044% of 360,000 active | survival enhancement, % at 20 µM | hiPSC single-cell survival, ATPlite luminescence; 100% = ROCK inhibitor wells, 0% = DMSO; in the data active = survival enhancement above about 18%;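 also: cells exposed to compounds for 16 hours before the ATP read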
NR2E3 ag-1: activates human photoreceptor nuclear receptor NR2E3; 0.12% of 320,000 active; GST-NR2E3/biotin-RetCOR TR-FRET, 1536-well; AID 2300; inhibition of corepressor binding, % at 4.78 µM; Q9Y5X4;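 active = percent inhibition above the cutoff of mean plus 3 SD of all tested compounds, set per screening campaign, cut at about 20% in these data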;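 also: 0% = DMSO wells and 100% = biotin wells as full block of FRET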
Target sequence (Q9Y5X4 whole entry, looked up): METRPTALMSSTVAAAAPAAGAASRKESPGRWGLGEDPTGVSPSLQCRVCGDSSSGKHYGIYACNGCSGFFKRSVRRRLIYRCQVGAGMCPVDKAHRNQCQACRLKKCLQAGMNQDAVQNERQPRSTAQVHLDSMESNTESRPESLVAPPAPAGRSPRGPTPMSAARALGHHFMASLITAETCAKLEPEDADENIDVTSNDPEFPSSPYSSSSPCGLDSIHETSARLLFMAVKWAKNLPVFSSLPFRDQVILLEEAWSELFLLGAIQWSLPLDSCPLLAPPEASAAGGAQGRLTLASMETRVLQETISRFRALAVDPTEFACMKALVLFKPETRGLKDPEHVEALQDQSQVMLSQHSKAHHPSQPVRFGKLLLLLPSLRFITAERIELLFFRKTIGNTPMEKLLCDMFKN
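Format: 1536-well format; test system: GST-NR2E3 and biotin-RetCOR proteins; read-out basis: percent inhibition of TR-FRET ratio; timing: 5 h incubation at 4 °C; detection: time-resolved FRET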
Peg3 prom inh: Peg3 promoter activity inhibition; 1.7% of 360,000 active; inhibition, % at 20 µM; HeLa PEG-Prom luciferase reporter, luminescence, overnight;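 active = inhibition of at least 50% at 20 µM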
PDI turbidity: PDI (human) enzyme inhibition | PDI insulin aggregation turbidity, A650, 90 min | inhibition, % at 10 µM | 0.052% of 350,000 active | AID 588391;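 active = mean inhibition across replicates of 30% or more, whatever share of single replicates reach that level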;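 also: absorbance from insulin aggregation driven by PDI reduction with DTT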
Target sequence (P07237 whole entry, looked up): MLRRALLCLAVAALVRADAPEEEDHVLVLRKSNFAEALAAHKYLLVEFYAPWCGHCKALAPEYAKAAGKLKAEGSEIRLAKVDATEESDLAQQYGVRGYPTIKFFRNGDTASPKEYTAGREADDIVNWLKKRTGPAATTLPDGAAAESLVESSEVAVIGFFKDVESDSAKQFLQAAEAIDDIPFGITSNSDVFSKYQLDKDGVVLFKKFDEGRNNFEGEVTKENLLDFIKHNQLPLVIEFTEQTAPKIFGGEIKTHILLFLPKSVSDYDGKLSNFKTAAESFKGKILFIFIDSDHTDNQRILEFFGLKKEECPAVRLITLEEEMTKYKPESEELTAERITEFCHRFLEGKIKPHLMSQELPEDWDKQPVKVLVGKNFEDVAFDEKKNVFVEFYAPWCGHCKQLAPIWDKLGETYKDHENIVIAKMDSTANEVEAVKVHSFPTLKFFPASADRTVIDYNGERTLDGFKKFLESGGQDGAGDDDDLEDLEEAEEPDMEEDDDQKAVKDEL
NR2E3 ag-2: activates human NR2E3 receptor. CHO-S Gal4-NCOR/VP16-NR2E3 two-hybrid, luciferase. AID 602229. 0.35% of 360,000 active. Q9Y5X4. inhibition of corepressor binding, % at 3.98 µM;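 active = inhibition above the mean of all tested compounds plus 3 SD, cut at about 70% in these data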;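 also: 0% = DMSO with NR2E3 transfected cells and 100% = cells lacking NR2E3 construct; higher means lower luciferase signal from less NR2E3 corepressor binding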
HIF-2a inh: HIF-2a inhibition. 786-0 RCC cells HIF-2a reporter, luciferase luminescence, overnight. inhibition, % at 18.8 µM. 0.72% of 360,000 active. AID 624352;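 active = inhibition of the luminescence signal of 40% or more relative to plate controls, in a single-dose primary screen at 18.75 µM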
m5-HT2A agonist: mouse HTR2A agonism via beta-arrestin recruitment; activation, % at 7.6 µM; P35363; CHO-K1 mHTR2A beta-arrestin complementation, luminescence; percent of 30 µM serotonin response; 0.66% of 360,000 active; AID 624169;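 active = activation above a run cutoff, the mean activation of all tested compounds plus 3 SD, cut at about 14% in these data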;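 also: 0% = plate median of compound wells and 100% = 30 µM serotonin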
Cardio protect: protects H9c2 cardiomyocytes from peroxide injury; 0.63% of 360,000 active; protection from H2O2 cell death, % at 20 µM; AID 588492; H2O2 injury protection, ATPLite, 2 h;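 active = compounds giving at least 50% protection of heart cells from peroxide-induced death in the single-dose screen, raw or plate-pattern-corrected value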;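 also: 0% = DMSO wells with peroxide and 100% = DMSO wells without peroxide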
Shn3 3UTR inh: reduces Shn3 3'UTR luciferase signal in osteoblasts. Clone20 osteoblast Shn3 3'UTR firefly luciferase, 24 h. 0.52% of 360,000 active. AID 588674. inhibition, % at 12.5 µM;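 active = mean inhibition of at least 75% with every replicate also reaching 75%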;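 also: 0% = median of neutral control wells and 100% = pilot-screen positive control compound; some compounds past the cut are filed as inactive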
MITF TRPM1 inh: reduces MITF-dependent TRPM1 promoter luciferase signal; inhibition, % at 12.5 µM; 0.83% of 330,000 active; SK-MEL-5 TRPM1 promoter luciferase, 24 h; AID 488899;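 active = mean inhibition across replicates of 60% or more, whatever share of single replicates reaches that level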; also: values of inactives mirror those of a sister screen read the other way
CaV13 FRET inh: Disruptors of the CACNA1D IQ motif to Ca2+-dependent inactivation inhibitor domain association, primary screening, Förster resonance energy transfer in intact living …; HEK cells, CFP/YFP FRET ICDI-IQ, plate reader, 10 min; percent FRET-ratio fall versus neutral wells; inhibition, % at 12.3 µM; 0.098% of 340,000 active;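 active = mean replicate inhibition of at least 30% and at least 1% of replicates passing that level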;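 also: 0% = median of the neutral control wells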
Starred values were filed as active, the others as inactive.

Screening CCCCC(c1nnnn1CCOC)N1CCN(c2cccc(OC)c2)CC1 (stereo not given) returned iPSC survival up 2.5, Peg3 prom inh 13, PDI turbidity -7, NR2E3 ag-2 -7, HIF-2a inh 27, m5-HT2A agonist -1, Cardio protect 4, Shn3 3UTR inh 19, MITF TRPM1 inh 10 and CaV13 FRET inh 0.
CC1CCN(CC(O)COCCC23CC4CC(CC(C4)C2)C3)CC1 (stereo not given) was read as iPSC survival up -1.2, NR2E3 ag-1 -2, Peg3 prom inh 8, PDI turbidity 0, NR2E3 ag-2 2, HIF-2a inh -2, m5-HT2A agonist -2, Cardio protect -4, Shn3 3UTR inh 18, MITF TRPM1 inh -16 and CaV13 FRET inh -8.
Cc1cc(CNCc2c(C(=O)N3CCCCCCC3)nc3ccc(Cl)cn23)nn1C was read as iPSC survival up 0.8, NR2E3 ag-1 -1, Peg3 prom inh -7, PDI turbidity -4, NR2E3 ag-2 -11, HIF-2a inh -7, m5-HT2A agonist -1, Cardio protect 7, Shn3 3UTR inh 2, MITF TRPM1 inh -9 and CaV13 FRET inh -3.
O=C(O)C1CCCCC1C(=O)Nc1ccccn1 (stereo not given) was read as iPSC survival up 3.8, NR2E3 ag-1 1, Peg3 prom inh 12, PDI turbidity 4, NR2E3 ag-2 -6, HIF-2a inh 8, m5-HT2A agonist 0, Cardio protect 6, Shn3 3UTR inh -7, MITF TRPM1 inh 1 and CaV13 FRET inh -6.
Screening O=C(O)c1cc(O)ccc1-c1ccc(O)cc1 returned iPSC survival up 0.6, NR2E3 ag-1 2, Peg3 prom inh -1, PDI turbidity -6, NR2E3 ag-2 -5, HIF-2a inh 18, m5-HT2A agonist 2, Cardio protect -7, Shn3 3UTR inh -7, MITF TRPM1 inh 3 and CaV13 FRET inh -4.
Screening COC(=O)[C@]1(C)N[C@H](CN(C)S(=O)(=O)c2ccc(F)cc2)[C@@H]2C(=O)N(Cc3ccccc3)C(=O)[C@@H]21 returned iPSC survival up 1.5, Peg3 prom inh -1, PDI turbidity 14, HIF-2a inh 19, Cardio protect 1, Shn3 3UTR inh -14, MITF TRPM1 inh 5 and CaV13 FRET inh -3.
`CCC(=O)NCCc1c[nH]c2ccccc12` gave iPSC survival up -2.0, NR2E3 ag-1 1, Peg3 prom inh 4, PDI turbidity -2, NR2E3 ag-2 -19, HIF-2a inh -7, m5-HT2A agonist 3, Cardio protect 7, Shn3 3UTR inh -19 and MITF TRPM1 inh 4.
Screening CCOC(=O)c1[nH]c2ccc(OC)cc2c1NC(=O)CN1CCc2ccccc2C1 returned iPSC survival up 2.1, NR2E3 ag-1 1, Peg3 prom inh 55*, PDI turbidity 2, NR2E3 ag-2 8, HIF-2a inh 7, m5-HT2A agonist 4, Cardio protect 46 and MITF TRPM1 inh 14.
`COc1ccc(C2/C=C\CN(C(=O)C3CCCC3)[C@H](Cc3ccccc3)C(=O)N2Cc2ccc(F)cc2)cc1` (stereo not given in full) gave iPSC survival up -1.8, NR2E3 ag-1 1, Peg3 prom inh 22, PDI turbidity 2, NR2E3 ag-2 -14, HIF-2a inh 9, m5-HT2A agonist -4, Cardio protect 6, Shn3 3UTR inh 6, MITF TRPM1 inh -6 and CaV13 FRET inh -11.
CCOc1nc(OCC)nc(N2CCC(C)CC2)n1 was read as iPSC survival up -2.3, NR2E3 ag-1 -1, Peg3 prom inh 10, PDI turbidity 3, NR2E3 ag-2 -26, HIF-2a inh 10, m5-HT2A agonist -3, Cardio protect 0, Shn3 3UTR inh 1 and MITF TRPM1 inh -13.
`Clc1ccc(Cl)c(OCc2cc(-c3ccccc3Cl)on2)c1` gave iPSC survival up 12, NR2E3 ag-1 4, Peg3 prom inh -86, PDI turbidity -8, NR2E3 ag-2 0, HIF-2a inh -58, m5-HT2A agonist 0, Cardio protect -21, Shn3 3UTR inh -72, MITF TRPM1 inh -65 and CaV13 FRET inh -5.
For CCOc1ccc(CC(=O)NCc2cn3c(C)csc3n2)cc1 the results were iPSC survival up 0.6, NR2E3 ag-1 3, Peg3 prom inh 5, NR2E3 ag-2 -9, HIF-2a inh 15, m5-HT2A agonist 0, Cardio protect 4, Shn3 3UTR inh -8 and CaV13 FRET inh -7.
`Cc1cccc(COc2ccc(/C(O)=C3\C(=O)C(=O)N(CCN(C)C)C3c3ccncc3)cc2)c1` (stereo not given) gave iPSC survival up 1.8, NR2E3 ag-1 -4, Peg3 prom inh -38, PDI turbidity -5, NR2E3 ag-2 -62, HIF-2a inh -71, m5-HT2A agonist -6, Cardio protect 8, Shn3 3UTR inh -23 and MITF TRPM1 inh -6.
Screening O=C(NCc1ccco1)C(c1ccncc1)N(CCC1=CCCCC1)C(=O)Cn1nnc2ccccc21 (stereo not given) returned iPSC survival up -2.8, NR2E3 ag-1 0, Peg3 prom inh 11, PDI turbidity -7, NR2E3 ag-2 7, HIF-2a inh 3, m5-HT2A agonist -2, Cardio protect 6, Shn3 3UTR inh -18, MITF TRPM1 inh -5 and CaV13 FRET inh -6.
For COc1cc(C(=O)OCC(=O)c2cc(C)n(CC3CCCO3)c2C)ccc1OCC(=O)N1CCOCC1 (stereo not given) the results were iPSC survival up 0.4, NR2E3 ag-1 -1, Peg3 prom inh -48, PDI turbidity -1, NR2E3 ag-2 43, HIF-2a inh -62, m5-HT2A agonist 1, Cardio protect -6, Shn3 3UTR inh 14, MITF TRPM1 inh -10 and CaV13 FRET inh -4.
Screening Cc1cc(Br)ccc1NC(=O)CN(C)C(=O)CN1C(=O)NC2(CCCC2)C1=O returned iPSC survival up -0.4, NR2E3 ag-1 1, Peg3 prom inh 19, PDI turbidity 0, NR2E3 ag-2 16, HIF-2a inh 2, m5-HT2A agonist 12, Cardio protect 3, Shn3 3UTR inh 6, MITF TRPM1 inh -6 and CaV13 FRET inh -7.
Screening Cc1ccc(NC(=O)COC(=O)CCc2ccc(S(=O)(=O)N3CCOCC3)cc2)cc1C returned iPSC survival up 2.5, NR2E3 ag-1 2, Peg3 prom inh 4, PDI turbidity 0, NR2E3 ag-2 -17, HIF-2a inh 12, m5-HT2A agonist -2, Cardio protect -3, Shn3 3UTR inh -10, MITF TRPM1 inh -19 and CaV13 FRET inh -2.
For COC(=O)CN(c1nc(C)c(Cl)c(OC)n1)S(=O)(=O)c1ccc(C)cc1 the results were iPSC survival up 3.7, NR2E3 ag-1 -5, Peg3 prom inh 31, PDI turbidity 3, NR2E3 ag-2 -5, HIF-2a inh 27, m5-HT2A agonist -8, Cardio protect -17, Shn3 3UTR inh 9 and MITF TRPM1 inh 11.
CCOC(=O)C1=C(c2ccccc2)N=C2SCC(=O)N2C1c1ccc2c(c1)OCO2 (stereo not given) was read as iPSC survival up 5.6, NR2E3 ag-1 5, Peg3 prom inh -3, PDI turbidity 1, NR2E3 ag-2 3, HIF-2a inh -1, m5-HT2A agonist -3, Cardio protect -8, Shn3 3UTR inh 12 and MITF TRPM1 inh 2.
Screening COc1cc(NC(=O)Cc2cccc3ccccc23)c(C(=O)O)cc1OC returned iPSC survival up 3.0, NR2E3 ag-1 2, Peg3 prom inh 14, PDI turbidity 21, NR2E3 ag-2 -17, HIF-2a inh 21, m5-HT2A agonist 0, Cardio protect 3, Shn3 3UTR inh -1, MITF TRPM1 inh -14 and CaV13 FRET inh -5.
Screening CCOC(=O)c1[nH]c(C)c(C(=O)NCCc2ccc(OC)cc2)c1C returned iPSC survival up 3.6, NR2E3 ag-1 3, Peg3 prom inh 24, PDI turbidity 8, NR2E3 ag-2 -29, HIF-2a inh 4, m5-HT2A agonist -2, Cardio protect 3, Shn3 3UTR inh -2, MITF TRPM1 inh 11 and CaV13 FRET inh -7.
`Cc1nnc(SCC(=O)Nc2ccc(F)cc2)n(N)c1=O` gave iPSC survival up -0.3, NR2E3 ag-1 0, Peg3 prom inh 11, PDI turbidity 2, NR2E3 ag-2 -15, HIF-2a inh 8, m5-HT2A agonist 8, Cardio protect 3, Shn3 3UTR inh -4, MITF TRPM1 inh 2 and CaV13 FRET inh -2.
`CCCCC(=O)Nc1ccc(C(=O)c2ccccc2)cc1` gave iPSC survival up -0.1, NR2E3 ag-1 5, Peg3 prom inh -109, PDI turbidity -6, NR2E3 ag-2 -28, HIF-2a inh -136, m5-HT2A agonist -7, Cardio protect 2, Shn3 3UTR inh -12, MITF TRPM1 inh -23 and CaV13 FRET inh -11.
CCOC(=O)c1ccccc1NC(=O)c1ccccc1N(C)S(C)(=O)=O was read as iPSC survival up -0.5, NR2E3 ag-1 0, Peg3 prom inh 2, PDI turbidity -5, NR2E3 ag-2 6, HIF-2a inh 18, m5-HT2A agonist -11, Cardio protect 8, Shn3 3UTR inh -9 and MITF TRPM1 inh -9.
`NC(=O)N1CCc2ccccc21` gave iPSC survival up -2.3, NR2E3 ag-1 7, Peg3 prom inh 4, PDI turbidity -6, NR2E3 ag-2 12, HIF-2a inh 0, m5-HT2A agonist -7, Cardio protect -10, Shn3 3UTR inh -2, MITF TRPM1 inh 7 and CaV13 FRET inh 4.
Screening Clc1ccc(CSCCc2ccncc2)cc1 returned iPSC survival up 0.5, NR2E3 ag-1 -2, Peg3 prom inh -19, PDI turbidity -8, NR2E3 ag-2 -4, HIF-2a inh -15, m5-HT2A agonist 4, Cardio protect -6, Shn3 3UTR inh -5 and MITF TRPM1 inh -44.
CC1CC1C(=O)Nc1cc(S(=O)(=O)N2CCOCC2)ccc1N1CCCC1 (stereo not given) was read as iPSC survival up 0.2, NR2E3 ag-1 3, Peg3 prom inh 13, PDI turbidity 1, NR2E3 ag-2 -16, HIF-2a inh 10, m5-HT2A agonist 2, Cardio protect -1, Shn3 3UTR inh -8, MITF TRPM1 inh -3 and CaV13 FRET inh -1.
Screening Cc1ccc(SCC(=O)c2ccc[nH]2)cc1 returned iPSC survival up -0.7, NR2E3 ag-1 1, Peg3 prom inh -217, PDI turbidity 2, NR2E3 ag-2 -80, HIF-2a inh -267, m5-HT2A agonist -1, Cardio protect -7, Shn3 3UTR inh -4, MITF TRPM1 inh -69 and CaV13 FRET inh -1.
`Cc1cc(C)n(C2CC(=O)N(c3ccccc3)C2=O)n1` (stereo not given) gave iPSC survival up 3.6, NR2E3 ag-1 0, Peg3 prom inh 11, PDI turbidity 3, NR2E3 ag-2 -28, HIF-2a inh -5, m5-HT2A agonist 0, Cardio protect 7, Shn3 3UTR inh 16, MITF TRPM1 inh 10 and CaV13 FRET inh -11.
Screening CCC1(c2ccc(C)cc2)NC(=O)N(CC(=O)Nc2cccc(S(=O)(=O)N3CCCC3)c2)C1=O (stereo not given) returned iPSC survival up -0.4, NR2E3 ag-1 -3, Peg3 prom inh 14, PDI turbidity 14, NR2E3 ag-2 0, HIF-2a inh 12, m5-HT2A agonist -4, Cardio protect -11, Shn3 3UTR inh -75, MITF TRPM1 inh 4 and CaV13 FRET inh -5.

Screens (PubChem)
